# High-throughput results (PubChem BioAssay)
# 5HT1E ag: agonists of human 5-HT1E serotonin receptor; P28566; CHO 5-HT1E Ga15 NFAT-bla reporter, FRET; 0% DMSO wells, 100% control agonist wells; activation, % at 6 µM; hit rate 0.69% among 65,000;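 active means activation above a set limit, the screen-wide mean activation plus 3 SD, cut at about 8.5% in these data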;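 further: 100% = positive control agonist at 1 µM giving full maximal response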
# Target sequence (P28566 whole entry, looked up): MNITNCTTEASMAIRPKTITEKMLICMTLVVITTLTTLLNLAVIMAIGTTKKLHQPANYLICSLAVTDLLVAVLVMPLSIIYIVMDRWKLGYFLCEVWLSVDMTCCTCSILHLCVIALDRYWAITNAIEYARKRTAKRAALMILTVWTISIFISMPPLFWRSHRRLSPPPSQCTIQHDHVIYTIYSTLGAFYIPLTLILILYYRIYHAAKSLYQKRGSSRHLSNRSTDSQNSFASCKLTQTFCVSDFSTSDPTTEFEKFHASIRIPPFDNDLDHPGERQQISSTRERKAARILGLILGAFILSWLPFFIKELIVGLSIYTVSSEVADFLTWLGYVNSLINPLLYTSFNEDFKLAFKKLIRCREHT
# S1P3 agonist: agonists of human S1P3 receptor | Q99500 | S1P3 NFAT-BLA reporter cells, agonism, FRET ratio; relative to 1 µM S1P, basal subtracted | activation, % at 4.5 µM | hit rate 0.1% among 60,000 | AID 373;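 active means activation above the screen-wide mean plus 3 SD, cut at about 4.5% in these data, passing the limit was not always enough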; further: some compounds called inactive have numbers as strong as hits
#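 Benchmarks: high control 1 µM S1P / System: stable CHO line with human S1P3, Gα16, NFAT-BLA reporter / Dosing: single compound concentration, 4.5 µM final / Timing: 4 h compound at 37 °C, 2 h substrate at RT / Measured by: FRET β-lactamase substrate fluorescence, excitation 405 nm, 460/535 nm emission ratio, background-subtracted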
# S1P1 ag-PAM: agonists and agonism potentiators of human S1P1 receptor; P21453; S1P1 CRE-bla cells, forskolin, beta-lactamase FRET, potentiator mode; S1P1 agonist co-added at EC20, 2 nM; 100% = saturating reference agonist, 0% = basal; activation, % at 9.5 µM; hit rate 0.57% among 56,000; AID 449;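 active means activation above a cutoff set at the mean activation of all tested compounds plus 3 SD, cut at about 54% in these data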;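 further: forskolin at 4 µM as EC80 and the EC20 agonist is SEW2871; 100% = SEW2871 at its EC100 plus forskolin at EC80; some compounds past the cut are filed as inactive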
# Target sequence (P21453 whole entry, looked up): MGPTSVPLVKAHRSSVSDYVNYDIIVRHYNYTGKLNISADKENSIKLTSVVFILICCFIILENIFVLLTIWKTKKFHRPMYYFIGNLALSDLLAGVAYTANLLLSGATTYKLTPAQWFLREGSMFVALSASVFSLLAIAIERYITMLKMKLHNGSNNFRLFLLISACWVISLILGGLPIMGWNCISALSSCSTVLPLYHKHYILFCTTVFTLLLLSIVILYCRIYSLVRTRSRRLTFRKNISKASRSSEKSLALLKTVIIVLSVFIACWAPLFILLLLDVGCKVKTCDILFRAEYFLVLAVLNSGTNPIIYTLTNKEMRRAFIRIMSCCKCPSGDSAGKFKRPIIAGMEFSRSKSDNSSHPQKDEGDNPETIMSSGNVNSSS
# 5HT1a ag: activates the human 5-HT1a serotonin receptor; P08908; CHO 5-HT1a Ga15 NFAT-bla reporter, FRET ratio; 0% basal, 100% maximal reference agonist; activation, % at 10 µM; hit rate 0.56% among 65,000;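 active means activation above the screen-wide mean activation plus 3 SD, cut at about 19% in these data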;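 further: 0% = DMSO wells and 100% = 5-CT at EC100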
# M1 antagonist: antagonists of rat M1 muscarinic receptor; hit rate 3.4% among 64,000; P08482; CHO-M1 cells, Fluo-4 calcium, ACh EC80 antagonist mode; active compounds read low; AID 628; B-score at 10 µM;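 active means calcium fluorescence response, raw or row-and-column corrected B-score, differing from the plate sample mean either way at a set confidence level, mostly lower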
# Jurkat tox 60K: cytotoxicity toward Jurkat cells; Jurkat E6.1 viability, ATP luminescence, 48 h; inhibition, % at 4 µM; hit rate 1.2% among 56,000; AID 463;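 active means inhibition above the mean inhibition of all tested compounds plus 3 SD, cut at about 28% in these data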
# 5HT1a antag: antagonists of human 5-HT1a serotonin receptor; CHO 5-HT1a Ga15 NFAT-bla reporter, antagonist mode; AID 612; hit rate 0.68% among 62,000; inhibition, % at 10 µM; P08908;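 active means inhibition above the mean of all tested compounds plus 3 SD, cut at about 43% in these data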;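 further: receptor stimulated by 5-CT agonist at 100 nM near EC80; beta-lactamase reporter measured by ratiometric fluorescence of a cleavable substrate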
# M1 ag: agonists of M1 muscarinic receptor; CHO-M1 cells, Fluo-4 calcium fluorescence, agonist mode; active compounds read high; B-score at 10 µM; hit rate 3% among 64,000;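 active means fluorescence rise, raw or as B-score row- and column-corrected plate score, outside the 99.7% band of its plate's samples, either direction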
# 5HT1E antag: blocks the human 5-HT1E serotonin receptor | hit rate 0.99% among 65,000 | CHO 5-HT1E Ga15 NFAT-bla reporter, FRET, antagonist | inhibition, % at 6 µM | P28566;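 active means inhibition above a set limit, the mean inhibition across every tested compound plus 3 SD, cut at about 29% in these data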;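 further: signal is the 460 over 535 nm emission ratio of beta-lactamase substrate; 0% = agonist plus DMSO wells and 100% = wells without agonist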
# Active calls of the source: *; · = no result given.
SMILES,5HT1E ag,S1P3 agonist,S1P1 ag-PAM,5HT1a ag,M1 antagonist,Jurkat tox 60K,5HT1a antag,M1 ag,5HT1E antag
CCOc1ccc(-n2c(SCC(=O)NC(C)CC)nc3n[nH]c(C)c3c2=N)cc1 (configuration not stated),0.9,-0.5,-23,-1.9,-1.5,1,-16,-1.1,-3
CCc1nc2c(sc3nc(N4CCOCC4)c4c(c32)CC(C)(C)OC4)c(=O)o1,-0.9,-1.5,-1,0.1,0.82,·,·,-0.29,3
CCOCCCn1c(=NC(C)=O)c(C(=O)OCC)cc2c(=O)n3ccccc3nc21,7.0,0.9,-26,19,0.16,-3,-37,-0.53,-2
COC(=O)Cn1ncc2c3ccccc3n(C)c2c1=O,0.1,-0.6,-16,-1.9,1.1,4,3,0.68,13
Cc1ccc(C)n1-c1ccc(-c2nnc3n2CCCCC3)s1,0.9,-0.4,3,1.1,-1.4*,-5,-10,-0.77,-4
COc1cc(C2Nc3cccc4cccc(c34)N2)ccc1OC(C)=O,0.6,-0.9,-22,-4.2,-0.24,-7,6,0.57,0
COc1ccc2c(Cl)c(C(=O)NC3CCS(=O)(=O)C3)sc2c1 (configuration not stated),0.6,·,·,-3.8,-0.19,·,-2,-1.2,-1
CSc1nnc(-c2ccccc2Cl)n1N,-0.7,-2.1,·,-2.3,-0.26,2,1,-0.45,-3
Cc1ccccc1OCc1nc2c3cnn(C)c3ncn2n1,0.0,·,·,-0.8,-0.29,·,-3,0.084,-3
CSc1sc(C)cc1C1C(C#N)=C(N)N(c2cccnc2)C2=C1C(=O)CC(C)(C)C2 (configuration not stated),0.1,-0.7,-60,-2.4,0.24,3,-1,0.83,-5
CCCCn1nnnc1SCC(=O)Nc1cccc(C)n1,-0.5,-0.2,-7,-2.1,1.9,3,0,0.5,2
N#CCCCSc1nnc(CSc2nc3ccccc3s2)n1-c1ccccc1,-1.1,·,·,3.2,-0.45,·,1,-0.27,1
CCOc1ccc(CNc2ccc3c(c2)nc(C)n3C)cc1,-0.4,-0.8,·,-0.1,-6*,5,-9,-1.2,5
COC(=O)C1CCN(c2cc(=O)n(-c3ccc(OC)cc3)c(=O)[nH]2)CC1,-0.1,-0.7,10,-1.5,-0.91,0,2,0.42,1
CC(C)CC(=O)Nc1nnn(C)n1,1.0,-1.1,-12,-2.2,-0.17,-2,-3,0.8,-10

# Not a retest: entries from further up.
SMILES,5HT1E ag,S1P3 agonist,S1P1 ag-PAM,5HT1a ag,M1 antagonist,Jurkat tox 60K,5HT1a antag,M1 ag,5HT1E antag
CCOc1ccc(-n2c(SCC(=O)NC(C)CC)nc3n[nH]c(C)c3c2=N)cc1 (configuration not stated),0.9,-0.5,-23,-1.9,-1.5,1,-16,-1.1,-3
CCc1nc2c(sc3nc(N4CCOCC4)c4c(c32)CC(C)(C)OC4)c(=O)o1,-0.9,-1.5,-1,0.1,0.82,·,·,-0.29,3
CCOCCCn1c(=NC(C)=O)c(C(=O)OCC)cc2c(=O)n3ccccc3nc21,7.0,0.9,-26,19,0.16,-3,-37,-0.53,-2
COC(=O)Cn1ncc2c3ccccc3n(C)c2c1=O,0.1,-0.6,-16,-1.9,1.1,4,3,0.68,13
Cc1ccc(C)n1-c1ccc(-c2nnc3n2CCCCC3)s1,0.9,-0.4,3,1.1,-1.4*,-5,-10,-0.77,-4
COc1cc(C2Nc3cccc4cccc(c34)N2)ccc1OC(C)=O,0.6,-0.9,-22,-4.2,-0.24,-7,6,0.57,0
COc1ccc2c(Cl)c(C(=O)NC3CCS(=O)(=O)C3)sc2c1 (configuration not stated),0.6,·,·,-3.8,-0.19,·,-2,-1.2,-1
CSc1nnc(-c2ccccc2Cl)n1N,-0.7,-2.1,·,-2.3,-0.26,2,1,-0.45,-3
Cc1ccccc1OCc1nc2c3cnn(C)c3ncn2n1,0.0,·,·,-0.8,-0.29,·,-3,0.084,-3
CSc1sc(C)cc1C1C(C#N)=C(N)N(c2cccnc2)C2=C1C(=O)CC(C)(C)C2 (configuration not stated),0.1,-0.7,-60,-2.4,0.24,3,-1,0.83,-5
CCCCn1nnnc1SCC(=O)Nc1cccc(C)n1,-0.5,-0.2,-7,-2.1,1.9,3,0,0.5,2
N#CCCCSc1nnc(CSc2nc3ccccc3s2)n1-c1ccccc1,-1.1,·,·,3.2,-0.45,·,1,-0.27,1
CCOc1ccc(CNc2ccc3c(c2)nc(C)n3C)cc1,-0.4,-0.8,·,-0.1,-6*,5,-9,-1.2,5

# Following part.
SMILES,5HT1E ag,S1P3 agonist,S1P1 ag-PAM,5HT1a ag,M1 antagonist,Jurkat tox 60K,5HT1a antag,M1 ag,5HT1E antag
CCOc1ccc(S(=O)(=O)N(C)c2ccc(OCC(=O)Nc3ccc4[nH]c(=O)[nH]c4c3)cc2)cc1,-1.1,·,·,-0.2,·,·,8,·,-5
CCc1cc2c(=O)c(-c3cscn3)coc2c(CN(C)C)c1O,-0.2,-2.0,-30,4.0,-0.9,·,·,-0.16,16
CCSc1nc2c(c(=O)[nH]c(=O)n2C)n1C,0.2,0.5,-15,-1.4,0.16,-4,-1,0.0028,-10
COc1ccc2c(c1)CCc1c(C(=O)Nc3c(C)n(C)n(-c4ccccc4)c3=O)noc1-2,0.4,-1.4,10,-0.1,·,6,8,·,-4
Nc1cccc(-n2nncc2-c2ccc(Cl)cc2)c1,0.6,·,·,1.6,-0.15,·,-4,-0.0025,-8
COC(=O)c1c(NC(=O)Cc2cccs2)sc(C(=O)N2CCCCC2)c1C,1.4,0.2,-42,-4.0,-0.29,10,-12,0.53,-1
CCCCC(=O)Nc1cccc(NC(=O)CC)c1,0.1,2.9,·,-1.6,-0.13,-2,-4,-0.35,-35
CCN(CC)c1ccc(NC(=O)CN2CCN(c3nc(C)cc(C)n3)CC2)cc1,0.5,0.3,-15,-0.9,-1.1,-11,-7,-0.22,-2
CCC1CCC(NC2CCCCNC2=O)CC1 (configuration not stated),0.0,-0.7,-7,-0.7,-1.2,-5,1,-0.7,-7
C/C(=N\O)C(=O)NCc1ccncc1,-0.7,-1.7,9,-1.0,0.098,2,1,0.03,2
O=C(O)c1ccc2c(c1)N(Cc1cccc(F)c1)C(=O)CS2,-0.9,0.2,-2,-1.2,-0.064,3,0,-0.53,-1
CCNC(=O)NC(=O)COC(=O)CNC(=O)COc1ccccc1,-0.2,·,·,0.1,0.94,·,-7,-0.32,-2
CCC1(C(=O)OC)NC(c2cccc(F)c2)C2C(=O)N(C)C(=O)C21 (configuration not stated),0.8,0.0,-11,-0.3,-0.25,-2,-1,0.061,-2
CN(c1ccc(C(=O)N2CCN(c3ccc(F)cc3)CC2)cc1)S(C)(=O)=O,0.4,0.5,5,-3.1,1.4,-3,-8,0.68,-8
Cc1nc(C)c(C(=O)Nc2cccc(Cl)c2)o1,-0.5,0.4,0,-1.6,0.39,-2,-14,1.2,-3
COc1ccc(C(=O)N2CCOCC2)cc1Br,-0.3,-0.6,-12,-1.8,1.3,2,-10,0.83,-2
C=CCn1c(=O)c2ccccc2n2c(Sc3nnnn3-c3ccccc3)nnc12,0.0,-0.1,0,0.1,0.51,-3,-10,0.16,-2
Cc1cc(C)c2c(N)c(C(=O)c3ccccc3)oc2n1,0.0,-0.2,-14,1.6,-0.35,·,·,0.35,-5
CN(C)c1ccc(-c2nc3n(n2)C(c2cccnc2)C2=C(CC(C)(C)CC2=O)N3)cc1 (configuration not stated),0.2,-0.9,4,0.5,0.49,6,0,0.8,0
O=C1CC(N2CCN(c3ccccc3Cl)CC2)C(=O)N1c1ccc(F)cc1 (configuration not stated),0.5,-2.4,-16,0.4,0.0011,1,10,0.53,6
CCNC(=O)C(C)Sc1ccc(Cl)cc1 (configuration not stated),0.6,-0.4,·,0.1,0.41,-4,3,0.036,-2
CCOC(=O)CSc1ncnc2c1nnn2-c1ccc(F)cc1,0.0,0.5,-13,-2.9,-1.4,-4,-15,0.032,0
O=C(Nc1nnc(CC2=CCCCC2)s1)c1cccs1,-1.2,0.3,-2,-2.2,0.65,9,10,-3.1,3
CCOC(=O)c1oc2ccc(CNCCO)c(Cl)c2c1C,-1.1,-0.1,-13,1.3,-1.9*,2,2,-0.76,-2
CCOC(=O)CCCNC(=O)COC(=O)CCC(=O)c1ccc(F)cc1,-0.6,-0.4,-36,-0.7,-0.1,0,15,0.83,-12
CC(C)(O)C1=NOC(c2ccccc2)C1 (configuration not stated),-1.1,-0.7,-16,-1.7,1,-5,15,-0.54,11
CCOC(=O)c1cc(NC(=O)CSCCO)ccc1Cl,0.9,-1.3,-2,-0.3,-1.2,9,-4,0.58,-1
O=c1c2cc3c(=O)n(CC4CCCO4)c(=O)c3cc2c(=O)n1CC1CCCO1 (configuration not stated),0.5,0.1,-8,-2.7,1.3,7,-1,-0.43,2
O=C(NCc1ccccn1)c1cn(CCc2ccccc2)nn1,0.3,-0.7,-18,-1.6,0.58,-8,12,0.059,4
Cn1c(=O)cc(SCC(=O)N2CCCC2)c2ccc(Cl)cc21,-0.1,-1.1,-10,-0.4,-0.35,7,-6,0.046,-3
Oc1cc2ccccc2cc1-c1n[nH]c(=S)o1,-1.2,-0.6,3,-0.9,-0.15,4,-1,-1.3,-3
Cc1ccc2cc(CN(CC3CCCO3)S(=O)(=O)c3c(C)ccc4nsnc34)c(=O)[nH]c2c1 (configuration not stated),0.6,0.7,-15,0.7,-0.17,-7,-7,-0.73,-5
Cc1ccc(CNC(=O)C2C3C=CC(C3)C2C(=O)O)cc1 (configuration not stated),0.1,-0.8,2,-1.6,0.55,-3,-9,0.39,-8
CCC(C)NC(=O)C1CCN(S(=O)(=O)c2cccnc2)CC1 (configuration not stated),-0.1,·,·,-4.7,0.23,·,2,-0.47,5
COc1ccc(OCC(=O)c2c(O)c3ccccc3oc2=O)cc1,-0.7,-0.6,-5,14,1.2,-2,9,0.98,-1
CCC(C)Sc1nc(O)cc(=O)[nH]1 (configuration not stated),0.0,-0.9,-13,-5.2,-0.084,5,-2,-0.029,-1
CCN(CC)CCNC(=O)c1c(O)c2cc(OC)c(OC)cc2[nH]c1=O,-1.0,-0.4,-3,-2.2,-0.011,7,-13,0.21,3
COC(=O)c1ccc(NC(=O)CNC(=O)C2CCCCC2)cc1,1.3,0.4,·,2.1,-0.021,-6,-2,-0.15,-9
COc1ccccc1C(=O)N1CCN=C1SC,-0.8,0.2,1,-1.1,0.69,-8,-1,0.21,-10
O=C(CCn1nc(-c2ccccc2)ccc1=O)N1CCOCC1,-0.1,-0.4,2,-1.8,-1.1,-4,-11,0.75,-6
